POLB inh: blocks human DNA polymerase beta activity; P06746; Pol beta primer extension/strand displacement, fluorescence kinetic; Potency, µM (highest dose often 114 µM), for inactives: at the top dose activity change, negative = inhibition, usual class: inhibitors; 340,000 tested, 1.3% active; AID 485314; further: on the % scale 0 is the no-effect control and ±100 the full control effect
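Preincubation: enzyme (10 nM) with compound, 15 min, RT. Reaction: substrate added to 50 nM final. Reads: 0 and 10 min. Analysis: normalized, Hill fit.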
BAZ2B block: BAZ2B (human) inhibition. Q9UIF8. AlphaScreen BAZ2B-H3K14Ac peptide displacement. Potency, µM (doses to about 114 µM), inactives show at the highest dose activity change, negative = inhibition, hits mostly inhibitors. 360,000 tested, 4.4% active. AID 504333; further: on the % scale 0 is the no-effect control and ±100 the full control effect; nearly all actives have a fitted effect of over 60% in size
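BAZ2B (50 nM) with biotin-H3(5-23)K14Ac peptide (50 nM) in PBS pH 7.4, 0.01% Tween-20, preformed 30 min, then compound 30 min at room temperature; top concentration 110uM. AlphaScreen streptavidin donor/nickel chelate acceptor beads (10 ug/mL final), 20 min dark, signal read.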
BLM helicase inh: Bloom syndrome helicase (human) inhibition; recombinant BLM DNA unwinding, fluorescence dequenching; Potency, µM (highest dose often 56.1 µM), for inactives: top-dose activity change, negative = inhibition, hits mostly inhibitors; 350,000 tested, 0.2% active; AID 2528;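 further: plate controls were vehicle for no effect and no enzyme for full effect; nearly all actives have a fitted effect of over 35% in size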
Pol kappa inh: blocks human DNA polymerase kappa activity; Q9UBT6; purified Pol kappa, fluorescent DNA synthesis assay, 10 min; Potency, µM (top dose mostly 107 µM), for the others: top-dose activity, negative = inhibition, actives largely listed as inhibitors; 400,000 tested, 0.53% active; AID 588579; further: on the % scale 0 is the no-effect control and ±100 the full control effect
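Activity was followed as the change in fluorescence between reads at 0 and 10 min after starting the reaction with 50 nM substrate. Beforehand, 10 nM polymerase had been preincubated with compound for 15 min at room temperature.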
POLH inh: inhibitors of human DNA polymerase eta; Potency, µM (doses to about 114 µM), inactives show at the highest dose activity change, negative = inhibition, most hits filed as inhibitors; 390,000 tested, 1.2% active; recombinant Pol eta, fluorescent DNA replication assay; further: on the % scale 0 is the no-effect control and ±100 the full control effect
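Fluorescent replication assay: 50 nM final substrate added after a 15 min room-temperature compound preincubation with 10 nM enzyme. Signal taken at 0 min and again at 10 min.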
Pol iota inh: DNA polymerase iota (human) inhibition; Potency, µM (titrated, usually from 115 µM), for inactives: top-dose activity, negative = inhibition, actives largely listed as inhibitors; Q9UNA4; 390,000 tested, 1% active; Pol iota fluorescent replication assay, 10 min
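Fluorescent replication assay read twice, at 0 min and 10 min after adding 50 nM (final) substrate. Enzyme (10 nM) and compounds were first incubated 15 min at room temperature; enzyme-free buffer wells were negative controls.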
APEX1 inh: APE1 (human) endonuclease inhibition | 350,000 tested, 0.35% active | recombinant APE1, TAMRA/BHQ-2 abasic DNA cleavage fluorescence | Potency, µM (titrated, usually from 65.8 µM), for the others: top-dose activity change, negative = inhibition, actives largely listed as inhibitors | P27695;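 further: plate controls were vehicle for no effect and reference inhibitor for full effect; nearly all actives have a fitted effect of over 55% in size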
Target sequence (P27695 whole entry, looked up): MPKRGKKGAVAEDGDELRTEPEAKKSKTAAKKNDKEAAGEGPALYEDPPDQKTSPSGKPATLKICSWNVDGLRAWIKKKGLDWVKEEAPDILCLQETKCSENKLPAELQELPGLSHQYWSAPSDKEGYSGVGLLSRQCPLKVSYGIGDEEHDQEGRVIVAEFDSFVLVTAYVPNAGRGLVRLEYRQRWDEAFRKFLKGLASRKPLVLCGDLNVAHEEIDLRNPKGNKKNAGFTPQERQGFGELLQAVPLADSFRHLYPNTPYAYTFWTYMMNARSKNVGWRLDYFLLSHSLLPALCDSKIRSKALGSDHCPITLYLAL
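Readout is kinetic fluorescence (ex 525, em 598 nm) from cleavage of 50 nM TAMRA/BHQ-2 THF abasic duplex by 0.75 nM APE1, compound added 15 min beforehand at RT.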
G9a block: G9a (human) methyltransferase inhibition; G9a H3K9 monomethylation, AlphaScreen, 2 h; AID 504332; Potency, µM (titrated, usually from 102 µM), without a hit: at the top dose activity, negative = inhibition, hits mostly inhibitors; 350,000 tested, 8.8% active; further: on the % scale 0 is the no-effect control and ±100 the full control effect; nearly all actives have a fitted effect of over 75% in size
Target sequence (Q96KQ7 913-1193 limits assumed): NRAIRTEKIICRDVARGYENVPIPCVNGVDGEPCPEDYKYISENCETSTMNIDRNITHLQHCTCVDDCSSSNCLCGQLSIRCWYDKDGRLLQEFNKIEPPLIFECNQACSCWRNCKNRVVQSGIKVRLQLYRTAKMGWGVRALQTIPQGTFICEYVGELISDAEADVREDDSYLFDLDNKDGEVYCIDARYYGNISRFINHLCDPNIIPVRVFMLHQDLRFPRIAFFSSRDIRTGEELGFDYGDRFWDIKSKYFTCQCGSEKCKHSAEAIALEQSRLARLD
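Step 1: enzyme (final 20 nM) with compound, 15 min RT. Step 2: substrate peptide 500 nM and SAM 20 uM, 2 h RT. Step 3: anti-H3K9me1 antibody and AlphaScreen beads, 10 min, then plate read.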
Anesthetic bind: candidate novel general anesthetic via apoferritin binding; P02791; apoferritin/1-aminoanthracene competitive binding, fluorescence; Potency, µM (titrated, usually from 77.5 µM), without a hit: at the top dose activity change, negative = displacement, actives largely listed as inhibitors; 350,000 tested, 0.074% active; further: on the % scale 0 is the no-effect control and ±100 the full control effect; nearly all actives have a fitted effect of over 20% in size
Target sequence (P02791 2-175 limits assumed): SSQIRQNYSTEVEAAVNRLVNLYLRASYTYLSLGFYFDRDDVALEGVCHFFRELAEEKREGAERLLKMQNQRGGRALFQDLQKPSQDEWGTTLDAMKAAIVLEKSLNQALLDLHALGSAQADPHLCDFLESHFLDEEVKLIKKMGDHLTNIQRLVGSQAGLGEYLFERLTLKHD
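Horse-spleen apoferritin (10 uM) was mixed with 50% saturated 1-aminoanthracene in PBS, exposed to compounds for 10 min at room temperature, and read for fluorescence (ex 380 nm, em 535 nm). Competitive displacement was fitted with a four-parameter Hill equation.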
An asterisk follows results filed as active; u = inconclusive; x = no result given; & = joins results of further samples; [ ] = another dose, or the depositor's remark. The call rests on the fitted dose curve; in most records, active means well fitted curve in the direction sought with a large enough effect; inconclusive means small, poorly fitted or top-dose-only effect, or another doubt; inactive means no such curve, though single readings can be large; an effect the other way counts as inactive or inconclusive. Potency means the concentration at half of the fitted maximal effect. Some of the compounds tested. The share of hits here may be higher or lower than overall.

1: CC1=C(c2ccc(C)c(C)c2)S(=O)(=O)N=C1N1CCC(C(=O)N2CCC(C(N)=O)CC2)CC1
2: CC(C)CCNC(=O)CN1C(=O)CSc2ccc(S(=O)(=O)N3CCC(C)CC3)cc21
3: COc1ccc2nc(SCC(=O)NCc3ccc(OC)c(OC)c3)[nH]c2c1
4: CC(C)CN1CCC(Oc2cccc(C(=O)NCCc3ccccc3)c2)CC1
5: CN(Cc1cn(C)nc1-c1ccc(Oc2ccccc2)cc1)C1CCOC1 (centres undefined)
6: CCn1cc(C(=O)NCc2ccccc2OC)c(=O)c2cc(S(=O)(=O)N3CCCCC3)ccc21
entry no.	1	2	3	4	5	6
POLB inh	-1%	-6%	28%	17%	16%	u
BAZ2B block	1%	0%	-3%	-14%	-18%	x
BLM helicase inh	1%	-7%	-9%	-1%	-4%	-12%
Pol kappa inh	-3%	-5%[60.1 µM]	-7%	-25%	0%	-7%
POLH inh	x	-6%	-20%	-25%	-17%	-7%
Pol iota inh	10%	10%	153%[activator]	34%[activator]	2%	10%
APEX1 inh	x	x	-4%[12.4 µM]	11%	1%	x
G9a block	16%[59 µM]	6%[59 µM]	-8%[59 µM]	31%	u	-5%[59 µM]
Anesthetic bind	-4%	2%	-10%	-14%	-5%	u

7: COCCOC(=O)c1c(-c2ccccc2)c(-c2ccccc2)nn(C)c1=O
8: CCc1ccc(NC(=O)c2sc3ncnc(N(C)C4CCCCC4)c3c2C)cc1
9: O=C(NCc1ccccc1)C(=O)NCC1OCCN1C(=O)c1ccc(Cl)cc1 (centres undefined)
10: O=C(NCC(c1ccco1)N1CCCC1)c1cccc(NS(=O)(=O)c2ccc(Br)cc2)c1 (centres undefined)
11: Cc1cc(C)n(-c2nc(SCC(=O)O)c3c4c(sc3n2)CCCC4)n1
12: CCOc1cc(C(=O)N(C)Cc2cc3ccccc3[nH]c2=O)cc(OCC)c1OCC
entry no.	7	8	9	10	11	12
POLB inh	5%	1%	-2%	x	-3%	26%
BAZ2B block	-1%	-7%	-5%	u	-10%	-5%
BLM helicase inh	3%	-12%	-8%	x	-5%	-4%
Pol kappa inh	0%	-6%[60.1 µM]	-2%	-7%	x	-7%
POLH inh	-2%	x	-13%	-9%	x	-11%
Pol iota inh	23%	11%	32%[activator]	23%	x	4%
APEX1 inh	x	x	-8%	-4%	-4%	1%
G9a block	u	5%[59 µM]	19%	-44%	x	-9%
Anesthetic bind	-5%	73%[activator]	-8%	x	1%	-9%

13: COc1ccc(CCN2CC(C(=O)Nc3cccc(C(C)=O)c3)CC2=O)cc1OC (centres undefined)
14: O=C1CCc2cc(S(=O)(=O)N3CCC(C(=O)NC4CCCC4)CC3)ccc2N1
15: COc1ccc(CN2CCC(=O)N([C@H](CO)CC(C)C)CC2)cc1
16: COc1cc2c(cc1OC)CN(C(=O)c1ccc(OC)c(S(=O)(=O)N3CCCC3)c1)CC2
17: CC(C)OC(=O)CSc1nnc(-c2cnccn2)n1Cc1ccco1
18: Cc1ccc2c(C)nc(N/C(N)=N/S(=O)(=O)c3ccccc3)nc2c1
entry no.	13	14	15	16	17	18
POLB inh	2%	1%	84%	x	30%	20%
BAZ2B block	-30%	5%	2%	7%	u	-16%
BLM helicase inh	-3%	-3%	-2%	x	-4%	-5%
Pol kappa inh	-3%	2%	12%&13%	1%	-2%	-14%
POLH inh	-2%	-14%	-9%	-15%	3%	22%
Pol iota inh	20%	16%	27%&27%	19%	6%	20%
APEX1 inh	-5%	0%	12%	45%	29%	11%
G9a block	-2%	10%	-8%	u	-36%[59 µM]	33%
Anesthetic bind	-4%	2%	-1%	x	-8%	-5%

19: CCn1c(CN2CCN(Cc3ccc(C)cc3)C(CCO)C2)nc2ccccc21 (centres undefined)
20: COc1ccc(NC(=O)Cn2c(=O)c3cc(Cl)ccc3n3nncc23)cc1
21: CC(=O)Nc1ccc2c(c1)OCCO2
22: COc1cccc(NC(=S)N/N=C2\CC(C)(C)Oc3ccc(O)cc32)c1
23: CC(C)(C)c1[nH]nc2c1C(c1ccsc1)C(C#N)=C(N)O2 (centres undefined)
24: COC(=O)CNC(c1ccccc1)c1cc(Br)ccc1NC(=O)CCN1CCOCC1 (centres undefined)
entry no.	19	20	21	22	23	24
POLB inh	-2%	25%	11%	5%	-8%	7%
BAZ2B block	-9%	0%	-35%	-31%	-22%	-28%
BLM helicase inh	1%	-6%	1%	-4%	-3%	6%
Pol kappa inh	-12%	-12%	-6%	-19%	-7%	-9%
POLH inh	-2%	-8%	-17%	-6%	-14%	-3%
Pol iota inh	17%	-12%	16%	u	-4%	u
APEX1 inh	3%	x	-1%	3%	7%	1%
G9a block	12%	0%[59 µM]	15%	3%[59 µM]	8%	3.2µM*
Anesthetic bind	-10%	-2%	0%	56%[activator]	-3%	-8%

25: Cc1ccc(NC(=O)CN2C(=O)CSc3ccc(S(=O)(=O)N(C)C)cc32)cc1C
26: Nc1ncnc2c1CCC2
27: CCOc1ccccc1CN1CCN(Cc2nc3c(s2)CCCC3)CC1CCO (centres undefined)
28: Cc1cc(C)n(C(=O)/C(C#N)=N\Nc2ccccc2[N+](=O)[O-])n1
29: COc1cc2[nH]c(C(=O)N3CCN(c4ccc(F)cc4)CC3)cc2c(OC)c1OC
30: CSc1ccc(S(=O)(=O)N2CCC(C(=O)NCCc3ccccc3)CC2)cc1
entry no.	25	26	27	28	29	30
POLB inh	-16%	2%	0%	0%	-1%	0%
BAZ2B block	-7%	-28%	u	-34%	-2%	-4%
BLM helicase inh	-7%	-1%	2%	-9%	1%	-1%
Pol kappa inh	-10%	-13%	-12%	-1%	-7%	-10%
POLH inh	-4%	-6%	-1%	-22%	-6%	1%
Pol iota inh	9%	-12%	-4%	58%[activator]	139%[activator]	14%
APEX1 inh	x	2%	-2%	-2%	19%	5%
G9a block	1%[59 µM]	-15%	9%	-8%	-14%	x
Anesthetic bind	-2%	-8%	-9%	-22%	-10%	-1%

Some of these compounds in order of number of heavy atoms, ascending.
26: Nc1ncnc2c1CCC2
21: CC(=O)Nc1ccc2c(c1)OCCO2
28: Cc1cc(C)n(C(=O)/C(C#N)=N\Nc2ccccc2[N+](=O)[O-])n1
22: COc1cccc(NC(=S)N/N=C2\CC(C)(C)Oc3ccc(O)cc32)c1
30: CSc1ccc(S(=O)(=O)N2CCC(C(=O)NCCc3ccccc3)CC2)cc1
27: CCOc1ccccc1CN1CCN(Cc2nc3c(s2)CCCC3)CC1CCO (centres undefined)
24: COC(=O)CNC(c1ccccc1)c1cc(Br)ccc1NC(=O)CCN1CCOCC1 (centres undefined)
entry no.	26	21	28	22	30	27	24
POLB inh	2%	11%	0%	5%	0%	0%	7%
BAZ2B block	-28%	-35%	-34%	-31%	-4%	u	-28%
BLM helicase inh	-1%	1%	-9%	-4%	-1%	2%	6%
Pol kappa inh	-13%	-6%	-1%	-19%	-10%	-12%	-9%
POLH inh	-6%	-17%	-22%	-6%	1%	-1%	-3%
Pol iota inh	-12%	16%	58%[activator]	u	14%	-4%	u
APEX1 inh	2%	-1%	-2%	3%	5%	-2%	1%
G9a block	-15%	15%	-8%	3%[59 µM]	x	9%	3.2µM*
Anesthetic bind	-8%	0%	-22%	56%[activator]	-1%	-9%	-8%

(continued)
31: O=C(CCSc1nnc2ccccn12)Nc1ccc2c(c1)OCO2
32: COc1ccc(NC(=O)c2sc3nc(C)cc(C)c3c2N)cc1
33: COc1cccc(C(=O)NNC(=O)C(=O)Nc2ccc(C)cc2)c1
34: CC(C)c1nn2c(=O)cc(COC(=O)c3ccc(NC(=O)C4CCCCC4)cc3)nc2s1
35: Cc1ccc(OC(=O)c2ccc(S(=O)(=O)N(C)C)cc2)c(-n2nc3ccccc3n2)c1
36: Cc1cc(C(=O)OCC(=O)Nc2ncc(C(F)(F)F)cc2Cl)c(C)o1
entry no.	31	32	33	34	35	36
POLB inh	7%	u	-23%	12%	29%	22%
BAZ2B block	3%	-2%	-23%	-5%	5%	2%
BLM helicase inh	3%	-2%	-4%	-1%	-1%	-6%
Pol kappa inh	-5%	-12%	0%	-6%[60.1 µM]	-17%	-5%
POLH inh	1%	-3%	-18%	79µM*	-3%	-18%
Pol iota inh	29%	-9%	84%[activator]	18%	-16%[58.9 µM]	11%
APEX1 inh	u	-17%	16%	x	3%	-2%
G9a block	-7%	25%	1%	18%[59 µM]	10%[2.33 µM]	u
Anesthetic bind	-4%	-8%	2%	0%	-17%	u

37: CS(=O)(=O)c1ncc(N(Cc2ccco2)Cc2ccco2)c(C(=O)Nc2ccccc2Br)n1
38: Cc1ccc2c(c1)N(C(=O)CCC(=O)NCCCN1CCC(Cc3ccccc3)CC1)CCO2
39: O=C(O)c1ccc2c(c1)C1C=CCC1C(c1ccncc1)N2 (centres undefined)
40: O=C(CSc1nc2ccccc2n1Cc1ccccc1)N/N=C/c1ccco1
41: COc1ccc(CN(C(=O)c2cccs2)C(C(=O)NC2CCCCC2)c2ccc3ncccc3c2)cc1 (centres undefined)
entry no.	37	38	39	40	41
POLB inh	-1%	30%	u	-23%	22%
BAZ2B block	-27%	5%	56µM*	-1%	-2%
BLM helicase inh	-8%	-14%	-3%	-2%	-6%
Pol kappa inh	-5%	-11%	-31%	-8%	-6%
POLH inh	-15%	-5%	u	-5%	2%
Pol iota inh	-3%	-27%	50%[activator]	-14%	16%
APEX1 inh	x	14%	u	-3%	18%
G9a block	-26%[59 µM]	x	u	1%[59 µM]	x
Anesthetic bind	2%	-13%	1%	-17%	u
